Assay outcomes deposited in PubChem by Sanford-Burnham Center for Chemical Genomics.
APJ agonist: activates the human apelin receptor APJ | actives 0.11% (n = 330,000) | CHO-K1 APJ PathHunter beta-arrestin, luminescence; 0% DMSO wells, 100% apelin | activation, % at 20 µM | AID 2520 | P35414;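 active = activation more than six SD over the plate average, tested at 20 µM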;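 also: 0% = DMSO alone and 100% = apelin-13 at 10 nM; some results filed as inactive read as strong as hits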
Target sequence (P35414 whole entry, looked up): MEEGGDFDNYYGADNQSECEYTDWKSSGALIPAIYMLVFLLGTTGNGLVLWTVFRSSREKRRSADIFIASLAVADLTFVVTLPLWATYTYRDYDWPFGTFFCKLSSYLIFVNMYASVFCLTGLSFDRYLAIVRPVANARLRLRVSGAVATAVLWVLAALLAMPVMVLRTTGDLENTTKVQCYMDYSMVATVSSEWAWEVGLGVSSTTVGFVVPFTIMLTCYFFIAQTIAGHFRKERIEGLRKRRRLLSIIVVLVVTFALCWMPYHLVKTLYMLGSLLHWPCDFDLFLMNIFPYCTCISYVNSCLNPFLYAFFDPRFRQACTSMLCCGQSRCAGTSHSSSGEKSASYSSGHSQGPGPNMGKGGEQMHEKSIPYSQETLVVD
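Test system: CHO-K1 APJ beta-arrestin complementation cell line | Compound: Single test compound dose, 20 µM final, 1% DMSO | Incubation: Compound 90 min 25 °C, reagent 1 h | Measured by: beta-gal luminescence | Read-out basis: APJ–arrestin association signal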
697 NFkB inh: lowers PMA/ionomycin-induced NF-kB signal in 697 B cells; 697 B-cell NF-kB luciferase reporter, 16 h; inhibition, % at 4 µM; actives 0.33% (n = 330,000); AID 435022; in the data active = inhibition above about 35%
APJ antag: antagonists of human APJ apelin receptor | CHO-K1 APJ beta-arrestin complementation, luminescence | inhibition, % at 20 µM | actives 0.32% (n = 330,000) | AID 2521;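 active = inhibition above about 40% at 20 µM, limit read from the data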;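 also: cells challenged with 10 nM apelin-13 agonist together with compound; plate controls were apelin-13 plus DMSO wells for no effect and DMSO wells lacking apelin-13 for full effect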
CHOP UPR activ: activators of apoptotic arm of unfolded protein response (CHOP); actives 0.34% (n = 330,000); CHO-CHOP luciferase reporter, UPR activation, luminescence; percent of tunicamycin response over DMSO baseline; AID 449763; activation, % at 10 µM;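 active = at 10 µM dose, activation of 40% or more, normalized to positive control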;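 also: 100% = tunicamycin at 10 µg/mL and 0% = DMSO alone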
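assay system = CHO CHOP reporter cells | amount = 500 CHO-CHOP cells per well | buffer or medium = F12 with 10% FBS | incubation = 16-18 h cell attachment, then 6 h compound exposure, 37 °C | detection = luminescence read with Steady-Glo | read-out = percent activation relative to tunicamycin control | controls = tunicamycin high control, DMSO low control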
Mdm2-MdmX inh: human Mdm2/MdmX binding inhibition; SaOS-2 split-luciferase Mdm2/MdmX complementation, luminescence; inhibition, % at 8 µM; O15151+Q00987; actives 3% (n = 330,000);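 active = inhibition of at least 50% at 8 µM in the primary screen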
UPR XBP1 act: adaptive UPR (XBP1) activation; activation, % at 20 µM; CHO-XBP1 luciferase reporter, IRE1-XBP1 UPR activation, luminescence; percent of tunicamycin response, DMSO as zero; actives 0.33% (n = 330,000);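 active = versus positive control, 20 µM dose yields 30% or more activation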;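 also: 100% = tunicamycin at 10 µg/mL and 0% = DMSO only wells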
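Assay system: CHO-XBP1 luciferase reporter cells; Schedule: 6 h treatment, 37 °C; Detection: glow luminescence from Steady-Glo reagent; Benchmarks: high control tunicamycin 10 µg/mL final, low control DMSO vehicle only.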
Jurkat NFkB inh: lowers PMA/ionomycin-induced NF-kB signal in Jurkat cells; actives 0.53% (n = 330,000); inhibition, % at 4 µM; PMA/ionomycin-induced NF-kB luciferase reporter, luminescence; in the data active = inhibition above about 50%
tim23-1 inh: inhibits growth of tim23-1 mutant yeast; S. cerevisiae tim23-1 growth, BacTiter-Glo luminescence, 24 h; actives 1.3% (n = 330,000); inhibition, % at 20 µM;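 active = growth inhibition of the mutant yeast at or above 50%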;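 also: temperature-sensitive mutant grown at 25 °C; plate controls were DMSO-treated mutant yeast for no effect and medium wells lacking yeast for full effect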
* marks the source's active call; other numbers are inactive results; . = not tested or not shown.

SMILES	APJ agonist	697 NFkB inh	APJ antag	CHOP UPR activ	Mdm2-MdmX inh	UPR XBP1 act	Jurkat NFkB inh	tim23-1 inh
Cc1ccc(S(=O)(=O)Nc2cc(C(=O)N3CCOCC3)ccc2N2CCCCC2)cc1	0	1	-18	-1.1	0	-1	-11	29
O=C(Nc1ccc(NC(=O)c2ccco2)c(Cl)c1)c1ccc2c(c1)OCCO2	-2	-36	-15	3.4	20	5	-75	-41
Cc1cccc(SC2CCN(C(=O)C3CCC(=O)N(C4CC4)C3)CC2)c1 (stereo not given)	-4	-13	-45	0.0	21	-5	17	9
COc1ccccc1N1C(=O)C2CC(C)=C(C)CC2C1=O (stereo not given)	0	10	18	-0.3	1	0	4	12
Cc1c(C(=O)Cc2ccccc2)n(C)c2ccccc12	-6	-35	-10	2.1	-47	2	-17	18
COc1ccc(NS(=O)(=O)c2ccc3c(c2)CCO3)cc1	1	-2	-14	1.0	6	-4	-16	-6
COc1ccc(OC)c(C(=O)c2ccc(C(=O)O)cc2)c1	-2	-15	-1	0.6	15	4	-7	9
COc1cc(C)c(Cl)cc1S(=O)(=O)NCC1CCCO1 (stereo not given)	2	-15	-6	-3.9	8	-1	9	12
COC(=O)c1ccc(NC(=O)CN2CCN(c3ccc(Cl)cc3)CC2)cc1	0	-2	-21	0.4	-11	1	-5	-17
O=C(/C=C/c1ccc(F)cc1)NCCNC(=O)/C=C/c1ccc(F)cc1	0	-23	-30	-0.8	11	-4	-5	-33
COc1ccc(-c2nnc(N(C)C(=O)C3CCOC3)s2)cc1 (stereo not given)	-2	-39	10	1.7	-13	2	-37	-32
CCOC(=O)c1c(N2C(=O)Nc3ccccc3N2O)sc2c1CCCC2	-5	-10	-4	1.4	-4	3	-6	26
Cc1cc(Nc2ccccc2F)n2ncnc2n1	-2	5	5	1.4	-35	0	11	5
Cc1nc(SCC(C)C)[nH]c(=O)c1Cc1ccccc1	-5	10	5	-2.4	0	-4	0	0
CN(C)C(CNC(C(=O)Nc1ccc(F)cc1)c1ccccc1)c1ccccc1 (stereo not given)	-5	9	-16	1.2	28	-6	-6	9
CN(Cc1ccccc1)C(=O)c1ccc(NC(=O)Cc2cccc(NC(=O)C3CCN(C(=O)C4CCC4)CC3)c2)cc1	-1	-10	-7	13	17	0	-4	21
COc1ccc(C2CCCN2C(=O)Nc2cccc(C(C)=O)c2)cc1OC (stereo not given)	-2	15	-14	1.3	22	-7	-8	-11
CN(CCOc1ccccc1)CC(=O)Nc1ccc([N+](=O)[O-])cc1Cl	0	19	17	0.9	24	0	5	13
Cn1c(CCN2CCCC2)nc2cc(NS(=O)(=O)c3ccc(Cl)cc3)ccc21	2	6	32	-1.1	69*	-4	-6	3
CCN1CCN(C(c2cccs2)C(C)NC(=S)Nc2cccc(C)c2C)CC1 (stereo not given)	-4	-28	-2	-0.7	1	0	-10	21
CCn1c(=O)cc(OCC(=O)NCCc2cccc(C)c2)c2ccccc21	-2	9	-6	-0.7	26	0	2	0
O=C(Nc1ccc(Oc2ccc(NC(=O)c3ccco3)c(NC(=O)c3ccco3)c2)cc1)c1ccco1	1	-30	0	1.7	1	1	5	41
CN(C(=O)c1cccnc1)c1nc(-c2ccccc2)cs1	-1	-64	-5	4.5	-8	1	-29	4
CCN(CC)c1nc(-c2cccc(OC)c2O)nc2ccccc12	4	-39	4	1.1	0	1	1	27
COc1ccc(N2CCN(C(=O)CSc3nnc(-c4cc5ccccc5cc4O)n3C)CC2)cc1	-3	-10	-16	-1.5	12	1	7	33

Marked active in Mdm2-MdmX inh, among the entries above:
smiles,APJ agonist,697 NFkB inh,APJ antag,Mdm2-MdmX inh,UPR XBP1 act,Jurkat NFkB inh
Cn1c(CCN2CCCC2)nc2cc(NS(=O)(=O)c3ccc(Cl)cc3)ccc21,2,6,32,69*,-4,-6

Other entries
SMILES	APJ agonist	697 NFkB inh	APJ antag	CHOP UPR activ	Mdm2-MdmX inh	UPR XBP1 act	Jurkat NFkB inh	tim23-1 inh
CC[C@]12c3[nH]c4cc(CCC(=O)N(C)C)ccc4c3CCN1C(=O)[C@@H](CC(=O)NCc1ccc(OC)c(OC)c1)C[C@@H]2C(=O)N1CCN(C(=O)c2ccco2)CC1	.	18	.	5.0	17	0	.	21
Cc1nc(CSc2n[nH]c(=O)n2-c2cccc(F)c2)cs1	0	4	19	-0.7	17	-1	8	-2
COc1ccc2c(c1)[nH]c1c(=O)n(N)cnc12	-2	-25	17	4.3	16	-1	-16	-4
CCN(CC)CCn1c(=S)[nH]c2cc(C(=O)NCc3ccccc3Cl)ccc2c1=O	-3	-4	-1	-0.3	-18	-1	-2	9
COCCn1c(C)cc(/C=C2/NC(=O)N(Cc3ccc(C)cc3)C2=O)c1C	-1	6	7	6.4	28	0	-3	18
CCc1cccc(NC(=O)CCNS(=O)(=O)c2cc(Br)cnc2N)c1	12	13	-12	-0.4	6	-2	8	-1
Cn1c(CO)cnc1S(=O)(=O)Cc1c(Cl)cccc1Cl	-2	9	5	0.4	0	-6	-1	1
Cc1ccc(C(=O)O)cc1NC(=O)c1ccc(Cn2nc(C)c(Cl)c2C)o1	-4	8	-9	-1.7	3	-2	13	3
COc1ccc2ccccc2c1CN1CCCC(CO)C1 (stereo not given)	-2	6	9	0.4	-5	1	9	10
O=C(CN1CCN(Cc2ccccc2)CC1)Nc1ccc(N2CCOCC2)cc1	-1	2	-3	-0.4	20	-2	11	-14
C[C@@H](C(=O)CC(=O)OC(C)(C)C)[C@@H](O)c1ccccc1	-3	20	24	0.6	9	0	3	8
CCOC(=O)c1ccc(NC(=O)COc2ccc(S(=O)(=O)N3CCCC3)cc2)cc1	4	3	1	-0.4	-4	-7	11	9
COC(=O)C(C(=O)OC)c1ccc(-n2cccc2)cc1	-2	-2	-14	-1.2	16	0	10	9
CN(Cc1ccnc2ccccc12)C(=O)C1CCC(=O)N(Cc2ccccc2F)C1 (stereo not given)	-5	21	10	1.5	-12	-1	12	16
COC(=O)c1cc(NC(=O)CSc2ncn[nH]2)ccc1Cl	-5	22	4	0.1	14	-6	11	-3
COc1ccccc1N1CCN(C2CCCN(S(=O)(=O)c3ccc(C)cc3)C2)CC1 (stereo not given)	-9	4	17	1.2	16	-4	5	12
COC(=O)CNC(=O)C1CCN(c2nc(C)cc(C)n2)CC1	-4	19	4	-1.4	-14	-1	8	3
Cc1ccc(C(=O)NCCN2CCN(C(=O)c3ccc(C)c(C)c3)CC2)cc1C	-4	12	5	-0.8	-1	-6	-7	-8
CCOC(=O)C1=C(COC(=O)COc2ccc(C(C)=O)cc2)NC(=O)NC1C (stereo not given)	3	31	-5	-0.1	11	-1	11	7
COc1ccc(N2CCN(C(=O)CCCCCn3c(=O)[nH]c4ccsc4c3=O)CC2)cc1	-2	9	-13	1.6	10	-1	0	9
COc1ccccc1NC(=S)N1CCN(c2ccc(F)cc2)CC1	-1	10	9	0.2	-7	-3	-7	14
C=CCn1c(SCC(=O)NC)nc2sc3c(c2c1=O)CCC3	4	5	13	-1.4	18	1	-11	14
COc1ccccc1C(=O)NC(CCSC)C(=O)NNC(=O)c1csc(N2CCOCC2)n1 (stereo not given)	3	-5	3	-0.5	-2	-6	13	3
c1ccc(N2CCN(c3ccccc3)C2c2cccnc2)cc1	-5	-22	-7	0.8	9	-1	-3	-29
CC(C)CCN1C(=O)c2ccc(C(=O)NCc3ccccn3)cc2C1=O	-5	15	0	-0.2	-5	0	9	18

Part of the list above, with two lines to a compound:
Each structure is followed by: APJ agonist, 697 NFkB inh, APJ antag, CHOP UPR activ, Mdm2-MdmX inh, UPR XBP1 act, Jurkat NFkB inh, tim23-1 inh
C=CCn1c(SCC(=O)NC)nc2sc3c(c2c1=O)CCC3
 : 4, 5, 13, -1.4, 18, 1, -11, 14
C[C@@H](C(=O)CC(=O)OC(C)(C)C)[C@@H](O)c1ccccc1
 : -3, 20, 24, 0.6, 9, 0, 3, 8
Cc1nc(CSc2n[nH]c(=O)n2-c2cccc(F)c2)cs1
 : 0, 4, 19, -0.7, 17, -1, 8, -2
COc1ccccc1C(=O)NC(CCSC)C(=O)NNC(=O)c1csc(N2CCOCC2)n1 (stereo not given)
 : 3, -5, 3, -0.5, -2, -6, 13, 3
COc1ccc2ccccc2c1CN1CCCC(CO)C1 (stereo not given)
 : -2, 6, 9, 0.4, -5, 1, 9, 10
COC(=O)C(C(=O)OC)c1ccc(-n2cccc2)cc1
 : -2, -2, -14, -1.2, 16, 0, 10, 9
c1ccc(N2CCN(c3ccccc3)C2c2cccnc2)cc1
 : -5, -22, -7, 0.8, 9, -1, -3, -29

(continued)
SMILES	APJ agonist	697 NFkB inh	APJ antag	CHOP UPR activ	Mdm2-MdmX inh	UPR XBP1 act	Jurkat NFkB inh	tim23-1 inh
N#Cc1nc(-c2ccco2)oc1N1CCOCC1	-4	6	-1	0.6	17	-1	7	6
CCc1cccc(C)c1NC(=S)N1CCCCC1c1cccnc1 (stereo not given)	-4	-11	-3	3.9	-13	-3	-17	18
CCOc1ccc(-n2nnc3c(=O)n(CC(=O)Nc4cc(C)on4)cnc32)cc1	-3	18	0	10.0	56*	8	-3	-1
CC(=O)c1n[nH]nc1NC(=O)c1ccccc1	3	18	3	-1.3	13	-2	-4	-11
O=C(O)CCC(=O)N1CCN(c2nc(-c3ccccc3)c3cc(Br)ccc3n2)CC1	-2	-2	10	4.6	18	-1	-2	19
CN(C)CCCn1c(SCc2ccc(Cl)cc2)nnc1-c1ccncc1	-1	1	3	139*	-26	-2	-2	-9
Cc1ccc(-c2nc(CCNC(=O)c3ccco3)cs2)cc1	9	-39	9	1.7	-11	1	-8	20
Cc1cccc(NC(=O)CCC(=O)c2cccs2)n1	-3	18	11	3.4	2	0	10	7
COc1ccc(-c2cc(C(F)(F)F)n3ncc(C(=O)Nc4c(C)n(C)n(-c5ccccc5)c4=O)c3n2)cc1	-4	5	6	-2.0	26	3	3	-10
COCCCNc1nc2nonc2nc1NCCSC	-1	6	-8	-0.5	5	-3	17	1
CC(OC(=O)Cc1ccc(Br)cc1)C(=O)NC1CCCCC1C (stereo not given)	8	3	-2	0.7	1	-2	3	39
N#C/C(=C/c1ccc(N2CCCCCC2)o1)c1cccc(F)c1	-3	-12	27	13	50	3	-1	39
CC(C)n1c(Nc2ccccc2)nc2ccccc21	1	13	1	-2.1	-16	0	2	-4
COc1cccc(-n2c(C)c3c(OC)cccc(=O)c3c2C)c1	4	12	-23	0.7	36	3	0	17
CCCC(=O)NCCc1nc2ccccc2n1CC(=O)c1ccccc1	-2	15	2	1.3	31	-2	7	14
O=C(O)COc1ccccc1/C=N/NC(=O)CSc1nc2ccccc2c(=O)n1-c1ccc(Cl)cc1	-4	14	-1	2.3	30	-4	2	11
Cc1ccc2oc(=O)cc(CN3CCCCC3)c2c1	-4	1	3	2.4	-9	0	6	5
CCOC(=O)c1ccc(NC2=CC(=O)C(=O)c3ccccc32)cc1	2	-9	-57	65*	34	9	3	-35
O=C(c1ccc(Cl)c(Cl)c1)N1CCOCC1	2	-1	7	-0.7	-10	-2	1	3
CCC(Sc1nc2cc(OC)c(OC)cc2c(=O)n1CCc1ccc(S(N)(=O)=O)cc1)C(=O)NCCOC (stereo not given)	-3	3	5	-1.6	-17	8	3	12
Cc1ccc(CNC(=O)CCc2c(C)nc3c(c(C)nn3-c3ccc(C)cc3)c2C)cc1	-3	5	2	3.2	35	-1	14	7
O=C(NCCCCCCNC(=O)OC1CCS(=O)(=O)C1)OC1CCS(=O)(=O)C1 (stereo not given)	-1	20	4	0.8	-25	-2	11	6
CCOc1cccc(-c2c(C(=O)N/N=C/c3cccnc3)nnn2-c2nonc2N)c1	0	-21	-6	-1.5	11	-3	-3	-5
Cc1csc(SCC(=O)Nc2cccc3nsnc23)n1	0	3	1	0.3	30	0	19	11
O=C1c2ccccc2C(=O)C1c1ccnc2ccccc12	-4	-262	9	-7.3	45	-5	-34	25
